Bioassay records: PubChem BioAssay, Broad Institute
C diff HTS – C. difficile growth inhibitors, primary screen, HTS; Clostridium difficile clinical isolate growth, OD600, 24 h; active compounds read low; growth activity, negative = inhibition, % at 16 µg/mL (by protocol); hit rate 0.25% among 86,000;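 active = mean growth activity at or below -80% and every replicate also at or below -80%; inconclusive = mean at or below -80% but some replicate above -80%; inactive = mean growth activity above -80%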;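 also: 0% = DMSO wells and -100% = levofloxacin 16 µg/mL wells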
Pf Dd2 inh – P. falciparum Dd2 growth inhibitors, primary screen, SYBR Green fluorescence, single dose replicates. 72 h; active compounds read low. activity change, % at 10 µM. hit rate 2.3% among 94,000. AID 1159554, 2015; in the data active = activity change below about -80%; inconclusive = no clear call, values can overlap the other calls
GASC1 inh – inhibitors of GASC-1 (KDM4C) histone demethylase, primary screen, biochemical, single concentration HTS; Lysine-specific demethylase 4C (Homo sapiens), Q9H3R0; hit rate 0.15% among 96,000; inhibition, % at 12.5 µM; AID 720574, 2013; GST-KDM4C 2-372, H3K9me3 peptide, LANCE TR-FRET;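 active = mean replicate inhibition above about 25%, with at least 55% of replicates also reaching it, limit read from the data, passing the limit was not always enough; inconclusive = only one of those two conditions met; inactive = neither condition met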
Target sequence (Q9H3R0 2-372 limits assumed): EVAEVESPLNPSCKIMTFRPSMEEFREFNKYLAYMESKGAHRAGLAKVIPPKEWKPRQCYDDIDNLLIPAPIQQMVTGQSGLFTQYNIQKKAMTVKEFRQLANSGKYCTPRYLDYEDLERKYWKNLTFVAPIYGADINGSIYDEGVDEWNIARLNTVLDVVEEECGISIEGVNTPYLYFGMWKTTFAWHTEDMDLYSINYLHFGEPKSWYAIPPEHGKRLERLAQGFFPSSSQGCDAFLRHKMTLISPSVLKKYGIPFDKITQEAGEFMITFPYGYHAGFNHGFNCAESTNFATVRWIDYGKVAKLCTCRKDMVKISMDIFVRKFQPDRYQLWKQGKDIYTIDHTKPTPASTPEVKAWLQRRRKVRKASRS
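Test system – GST-tagged GASC-1 (JMJD2C) catalytic fragment, aa 2-372 · Medium – HEPES buffer, pH 7.5, plus ascorbate · Reagent – H3K9me3 peptide with Fe(II)/2OG · Compound – one test concentration per compound · Timing – 30 min reaction, 60 min detection, RT · Technique – TR-FRET with Eu antibody and ULight streptavidin, EDTA stop · Read-out basis – inhibition from TR-FRET ratio decrease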
Tcruzi prolif – T. cruzi intracellular proliferation inhibitors, primary screen, cell-based, beta-gal Tulahuen parasites, NIH3T3 host, luminescence | inhibition, % at 8.34 µM | hit rate 5.9% among 77,000 | T. cruzi beta-gal in NIH3T3, GalScreen luminescence, 90 h | AID 624255, 2012;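 active = mean inhibition above about 93%, with at least 55% of replicates each passing it, limit read from the data, passing the limit was not always enough; inconclusive = only one of those two conditions holds; inactive = neither condition holds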
Active calls of the source: *; ? = inconclusive; · = no result given; & = joins results of further samples. An unsorted share of the library, and some 7.3% of all compounds hit somewhere here.

1. N#C[C@H]1[C@H](c2ccccc2-c2ccccc2)[C@@H](CO)N1C(=O)NC1CCCCC1
2. Cc1ccc(S(=O)(=O)N(C)C[C@H]2OCCCC[C@@H](C)Oc3ccc(NS(=O)(=O)c4ccc(Cl)cc4)cc3C(=O)N([C@H](C)CO)C[C@H]2C)cc1
3. CN(C)C(=O)C[C@@H]1C[C@H]2c3cc(NC(=O)c4ccc5c(c4)OCO5)ccc3O[C@H]2[C@@H](CO)O1
4. C[C@H](CO)N1C[C@H](C)[C@@H](CN(C)C(=O)Nc2ccc3c(c2)OCO3)OCCCC[C@H](C)Oc2ccc(NC(=O)Cc3ccccc3)cc2C1=O
5. COc1ccc2c3c(n(C)c2c1)[C@@H](CO)N(CC1CCCC1)CC31CCN(C(=O)CN(C)C)CC1
6. C[C@H](CO)N1C[C@H](C)[C@H](CN(C)Cc2ccncc2)Oc2c(NC(=O)Nc3ccccc3)cccc2C1=O
7. O=C(c1ccccn1)N1CC(=O)N2[C@H](CO)[C@H](c3ccc(C#CCc4ccccc4)cc3)[C@@H]2C1
8. COCC(=O)Nc1ccc2c(c1)OC[C@@H](C)N(C(=O)NC(C)C)C[C@H](C)[C@@H](OC)CN(C)C2=O
Compound	1	2	3	4	5	6	7	8
C diff HTS	15	5	-1	2	5	4	-4	·
Pf Dd2 inh	-40	-80*	-5	-59	-85*	14	-51	-4
GASC1 inh	-0.4	0.3	6.1	0.2	1.5	-2.2	1.4	-0.2
Tcruzi prolif	·	108*	-18	57	·	26	·	18

9. COc1cccc(S(=O)(=O)N2CCCCN3[C@H](CO)[C@@H](c4ccc(C#CC(C)C)cc4)[C@@H]3C2)c1
10. CCNC(=O)C[C@@H]1CC[C@H]2[C@H](COc3ccc(NC(=O)Nc4ccccc4Cl)cc3C(=O)N2C)O1
11. COc1ccccc1NC(=O)N[C@H]1C=C[C@H](CC(=O)NCc2ccc(Cl)c(Cl)c2)O[C@H]1CO
12. CCNC(=O)[C@@H]1[C@@H](CO)[C@@H]2Cn3c(ccc(C4=CCCC4)c3=O)[C@H]1N2Cc1ccccc1
13. CO[C@H]1CN(C)C(=O)c2cc(NS(=O)(=O)CC(F)(F)F)ccc2OC[C@H](C)N(Cc2nccs2)C[C@H]1C
14. C[C@@H]1CN([C@H](C)CO)C(=O)Cc2cc(NC(=O)Cn3cnnn3)ccc2O[C@@H]1CN(C)C(=O)Nc1cccc2ccccc12
15. Cc1noc(C)c1NC(=O)N(C)C[C@H]1Oc2ccc(NS(=O)(=O)c3cn(C)cn3)cc2CC(=O)N([C@@H](C)CO)C[C@@H]1C
16. COC(=O)C[C@@H]1CC[C@H]2[C@H](COc3ccc(NC(=O)c4cccc(F)c4)cc3C(=O)N2C)O1
Compound	9	10	11	12	13	14	15	16
C diff HTS	6	7	·	3	·	-8	-6	0
Pf Dd2 inh	-51	-18	14	27	-2	2	26	2
GASC1 inh	-0.1	0.4	-0.5	-0.8	-1.5	-1.2	0.0	-1.1
Tcruzi prolif	?	3	41	14	29	10	1	8

Sorted by SMILES length (rising): part of the list above
16. COC(=O)C[C@@H]1CC[C@H]2[C@H](COc3ccc(NC(=O)c4cccc(F)c4)cc3C(=O)N2C)O1
10. CCNC(=O)C[C@@H]1CC[C@H]2[C@H](COc3ccc(NC(=O)Nc4ccccc4Cl)cc3C(=O)N2C)O1
12. CCNC(=O)[C@@H]1[C@@H](CO)[C@@H]2Cn3c(ccc(C4=CCCC4)c3=O)[C@H]1N2Cc1ccccc1
9. COc1cccc(S(=O)(=O)N2CCCCN3[C@H](CO)[C@@H](c4ccc(C#CC(C)C)cc4)[C@@H]3C2)c1
15. Cc1noc(C)c1NC(=O)N(C)C[C@H]1Oc2ccc(NS(=O)(=O)c3cn(C)cn3)cc2CC(=O)N([C@@H](C)CO)C[C@@H]1C
Compound	16	10	12	9	15
C diff HTS	0	7	3	6	-6
Pf Dd2 inh	2	-18	27	-51	26
GASC1 inh	-1.1	0.4	-0.8	-0.1	0.0
Tcruzi prolif	8	3	14	?	1

New compounds follow
17. CCS(=O)(=O)Nc1ccc2c(c1)C(=O)N(C)C[C@H](OC)[C@@H](C)CN(Cc1ccccn1)[C@@H](C)CO2
18. C[C@H]1CN([C@@H](C)CO)C(=O)c2cccc(NC(=O)C3CC3)c2O[C@@H]1CN(C)Cc1ccc(Cl)c(Cl)c1
19. C/C=C/c1ccc2c(c1)O[C@H](CN(C)Cc1ccccn1)[C@@H](C)CN([C@@H](C)CO)S2(=O)=O
20. Cc1noc(C)c1NC(=O)N(C)C[C@@H]1Oc2ccc(NC(=O)Cn3cnnn3)cc2C(=O)N([C@@H](C)CO)C[C@H]1C
21. COc1ccc(NC(=O)N(C)C[C@H]2Oc3c(cccc3N(C)C)C(=O)N([C@@H](C)CO)C[C@H]2C)cc1
22. CO[C@H]1CN(C)C(=O)c2cc(NC(=O)Cc3ccccc3)ccc2OC[C@@H](C)NC[C@@H]1C
23. C[C@H]1CN([C@@H](C)CO)S(=O)(=O)c2ccc(-c3ccc(F)cc3)cc2O[C@H]1CN(C)C(=O)C1CCOCC1
24. CN(C)C(=O)C[C@@H]1CC[C@@H]2[C@@H](COc3ccc(NC(=O)Nc4cccc(Cl)c4)cc3C(=O)N2C)O1
Compound	17	18	19	20	21	22	23	24
C diff HTS	·	1	-7	·	4	·	0	4
Pf Dd2 inh	13	-59	18	20	-36	4	6	-4
GASC1 inh	1.4	2.8	0.7	2.4	-0.3	-0.5	4.1	3.2
Tcruzi prolif	43	64	·	1	20	-13	37	4

25. CCNC(=O)C[C@H]1CC[C@H]2[C@@H](COC[C@@H](O)CN2C(=O)c2ccccn2)O1
26. CCNC(=O)Nc1ccc2c(c1)C(=O)N(C)[C@H]1CC[C@@H](CC(=O)NC3CCCCC3)O[C@H]1CO2
27. C[C@@H]1CN([C@H](C)CO)C(=O)c2cc(NC(=O)Nc3ccc(C(F)(F)F)cc3)ccc2O[C@@H]1CN(C)CC1CCCCC1
28. C[C@@H]1CN([C@@H](C)CO)C(=O)c2cccc(NC(=O)c3ccc(-c4nccs4)cc3)c2O[C@H]1CN(C)S(=O)(=O)c1ccc(Cl)cc1
29. COc1ccccc1CNC(=O)C[C@@H]1C[C@H]2c3cc(NC(=O)c4cccnc4)ccc3O[C@H]2[C@H](CO)O1
30. C[C@H]1CN([C@@H](C)CO)C(=O)c2cc(NC(=O)CCCN(C)C)ccc2O[C@H]1CN(C)S(=O)(=O)c1ccc(Cl)cc1
31. C[C@@H]1CN([C@@H](C)CO)C(=O)c2cc(/C=C/c3ccccc3)cnc2O[C@H]1CN(C)C(=O)c1ccccc1
32. O=C(Nc1cccc(F)c1)N1CC(=O)N2[C@H](CO)[C@H](c3ccc(C#CCC4CCCC4)cc3)[C@@H]2C1
Compound	25	26	27	28	29	30	31	32
C diff HTS	10&-2	-4	4	-3	·	-6	-3	7
Pf Dd2 inh	29	15	14	-31	-25	0	-29	-68
GASC1 inh	-0.2	3.0	-1.4	-0.2	-0.7	-2.3	-2.2	-0.6
Tcruzi prolif	-47	23	74	7	-35	28	106	·

Reprinted from the part before: three entries; new compounds follow.
30. C[C@H]1CN([C@@H](C)CO)C(=O)c2cc(NC(=O)CCCN(C)C)ccc2O[C@H]1CN(C)S(=O)(=O)c1ccc(Cl)cc1
31. C[C@@H]1CN([C@@H](C)CO)C(=O)c2cc(/C=C/c3ccccc3)cnc2O[C@H]1CN(C)C(=O)c1ccccc1
32. O=C(Nc1cccc(F)c1)N1CC(=O)N2[C@H](CO)[C@H](c3ccc(C#CCC4CCCC4)cc3)[C@@H]2C1
33. COc1ccc2c3c(n(C)c2c1)[C@@H](CO)N(Cc1ccc(F)cc1)CC31CCN(C)CC1
34. CCS(=O)(=O)N1[C@H](CO)[C@@H](c2ccccc2C2=CCCCC2)[C@@H]1C#N
35. O=C(C[C@H]1C[C@H]2c3cc(NC(=O)Nc4ccc(C(F)(F)F)cc4)ccc3O[C@H]2[C@@H](CO)O1)NCc1ccc(Cl)cc1
36. CCCC#Cc1cnc2c(c1)C(=O)N([C@H](C)CO)C[C@@H](C)[C@H](CN(C)C(=O)C1CCCCC1)O2
37. O=C(C[C@@H]1CC[C@@H](NC(=O)c2cnccn2)[C@@H](CO)O1)NCc1ccccc1F
38. C[C@H](CO)N1C[C@H](C)[C@H](CN(C)S(=O)(=O)c2ccccc2)Oc2c(NC(=O)Nc3ccc(C(F)(F)F)cc3)cccc2C1=O
39. CC(C)NC(=O)Nc1ccc2c(c1)C(=O)N([C@H](C)CO)C[C@H](C)[C@@H](CN(C)C(=O)Nc1cccc3ccccc13)OCCCC[C@@H](C)O2
40. C[C@@H]1CN([C@H](C)CO)C(=O)CCCn2cc(nn2)CO[C@@H]1CN(C)C(=O)C1CC1
Compound	30	31	32	33	34	35	36	37	38	39	40
C diff HTS	-6	-3	7	3	3	·	0	·	·	-5	-1
Pf Dd2 inh	0	-29	-68	-14	1	4	-7	16	-1	-53	-1
GASC1 inh	-2.3	-2.2	-0.6	2.2	-1.7	-0.2	1.0	-2.1	4.2	-0.8	-0.9
Tcruzi prolif	28	106	·	·	·	67	-21	16	42	21	-164

Values in list order from above.
Entries 18 to 21 in C diff HTS: 1, -7, ·, 4
Entries 18 to 21 in GASC1 inh: 2.8, 0.7, 2.4, -0.3

(continued)
41. O=C(CN1CCOCC1)N[C@@H]1CC[C@@H](CCNC(=O)C2CCCCC2)O[C@H]1CO
42. C[C@H]1CN([C@@H](C)CO)S(=O)(=O)c2ccc(Br)cc2O[C@@H]1CN(C)C(=O)Cc1ccccc1
43. O=C(C[C@@H]1C[C@@H]2c3cc(NC(=O)c4cccnc4)ccc3O[C@@H]2[C@@H](CO)O1)NCc1cccc(F)c1
44. CC(C)NC(=O)Nc1ccc2c(c1)CC(=O)N([C@@H](C)CO)C[C@H](C)[C@H](CN(C)Cc1ccncc1)O2
45. CN(C)CCCNC(=O)C[C@@H]1C=C[C@@H](NC(=O)c2ccccc2F)[C@H](CO)O1
46. CCCNC(=O)Nc1ccc2c(c1)C(=O)N(C)[C@H]1CC[C@@H](CC(=O)NCCCN(C)C)O[C@H]1CO2
47. COc1ccc(NC(=O)N(C)C[C@@H]2Oc3c(NC(=O)c4cnccn4)cccc3C(=O)N([C@@H](C)CO)C[C@H]2C)cc1
48. C[C@@H]1CN([C@H](C)CO)C(=O)c2cc(Br)cnc2O[C@@H]1CN(C)C(=O)Nc1ccc(F)cc1
Compound	41	42	43	44	45	46	47	48
C diff HTS	2	-1	3	-1	·	-5	0	-1
Pf Dd2 inh	-13	-8	10	10	18	16	-11	7
GASC1 inh	2.2	-1.0	2.7	-1.1	1.2	1.4	1.8	-0.5
Tcruzi prolif	·	30	-44	·	6	-24	-86	-142

49. COc1ccccc1NC(=O)N1C[C@H]2[C@@H](c3ccccc31)[C@H](CO)N2Cc1ccccc1F
50. CCCNC(=O)N1CC2(C1)CN(C(C)=O)[C@@H](CO)c1c2c2ccc(OC)cc2n1C
51. COc1ccc(S(=O)(=O)N2CCCCN3[C@H](CO)[C@H](c4ccc(C#CC(C)C)cc4)[C@@H]3C2)cc1
52. COCC(=O)Nc1ccc2c(c1)OC[C@@H](C)NC[C@H](C)[C@@H](OC)CN(C)C2=O
Compound	49	50	51	52
C diff HTS	0	3	6	1
Pf Dd2 inh	-3	16	9	·
GASC1 inh	-2.2	0.3	-0.2	0.1
Tcruzi prolif	11	·	81	33
